Bioassay records from PubChem BioAssay.
PrPC surface inh = inhibitors of human cell surface prion protein PrPC; P04156; TR-FRET read-out; inhibition, % at 13.8 µM; 0.43% of 370,000 active; AID 720596; in the data active means inhibition above about 24%; further: 0% = median of the test wells and 100% = reference compound wells
GDH-TPI counter = counter-screen for M. tuberculosis FBA inhibitors: GDH-TPI coupled enzymes | GDH-TPI coupled enzyme counterscreen, NADH absorbance | 1.2% of 360,000 active | inhibition, % at 4.8 µM; in the data active means inhibition above about 30%;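 further: 0% = DMSO wells and 100% = wells lacking the enzyme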
FBA Mtb inh = Mtb fructose-bisphosphate aldolase inhibition; purified M. tuberculosis FBA, fluorescence read-out; 2.3% of 360,000 active; inhibition, % at 1 µM; AID 588726; P9WQA3; in the data active means inhibition above about 27%;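 further: 0% = vehicle and 100% = reference inhibitor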
Target sequence (P9WQA3 whole entry, looked up): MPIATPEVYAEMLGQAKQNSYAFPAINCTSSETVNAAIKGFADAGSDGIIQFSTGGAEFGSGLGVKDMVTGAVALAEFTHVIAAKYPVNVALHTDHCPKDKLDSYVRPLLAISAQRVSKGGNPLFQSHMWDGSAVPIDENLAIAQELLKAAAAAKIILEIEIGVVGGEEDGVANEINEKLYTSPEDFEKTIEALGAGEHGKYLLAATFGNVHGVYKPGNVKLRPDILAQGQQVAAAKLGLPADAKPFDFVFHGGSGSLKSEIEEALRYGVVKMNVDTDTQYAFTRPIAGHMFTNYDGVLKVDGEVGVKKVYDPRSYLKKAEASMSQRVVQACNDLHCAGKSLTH
MazF activator = increases E. coli MazEF RNase cleavage of RNA; 0.32% of 350,000 active; AID 504720; activation, % at 20 µM; FAM/BHQ RNA-DNA oligo cleavage fluorescence, 5 h; in the data active means activation above about 50%
Target sequence (P0AE70 whole entry, looked up): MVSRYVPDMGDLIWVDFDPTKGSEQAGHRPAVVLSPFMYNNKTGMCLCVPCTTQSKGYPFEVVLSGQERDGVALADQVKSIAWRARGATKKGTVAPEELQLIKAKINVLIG
Mtb UGM inh = blocks M. tuberculosis UGM enzyme. P9WIQ1. purified UGM, fluorescence polarization probe displacement. inhibition, % at 10 µM. 0.06% of 320,000 active. AID 504406; in the data active means inhibition above about 10%, passing the limit was not always enough; inconclusive means no clear call, values can overlap the other calls
Target sequence (P9WIQ1 whole entry, looked up): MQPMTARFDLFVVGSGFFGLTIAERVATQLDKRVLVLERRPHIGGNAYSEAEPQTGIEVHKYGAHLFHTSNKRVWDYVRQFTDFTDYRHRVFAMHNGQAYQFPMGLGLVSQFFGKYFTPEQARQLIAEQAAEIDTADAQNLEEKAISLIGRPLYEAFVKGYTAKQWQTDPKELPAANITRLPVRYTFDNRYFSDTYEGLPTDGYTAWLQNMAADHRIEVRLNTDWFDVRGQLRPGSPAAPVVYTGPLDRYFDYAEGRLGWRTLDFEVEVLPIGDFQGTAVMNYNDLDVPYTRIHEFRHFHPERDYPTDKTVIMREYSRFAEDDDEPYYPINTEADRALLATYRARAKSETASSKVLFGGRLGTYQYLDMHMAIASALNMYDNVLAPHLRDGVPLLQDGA
FadD28 FP inh = blocks FadD28 binding to the bisubstrate probe; inhibition, % at 12.5 µM; fluorescence polarization; 0.22% of 360,000 active; in the data active means inhibition above about 8.5%, passing the limit was not always enough; inconclusive means no clear call, values can overlap the other calls
BioA inh = inhibitors of Mycobacterium tuberculosis BioA enzyme; purified M. tuberculosis BioA enzyme, plate reader; inhibition, % at 9.99 µM; 0.096% of 360,000 active; in the data active means inhibition above about 40%; inconclusive means no clear call, values can overlap the other calls
Rv3671c inh = inhibitors of M. tuberculosis serine protease Rv3671c | P9WHR9 | inhibition, % at 5.96 µM | 0.048% of 320,000 active | AID 2606; in the data active means inhibition above about 38%;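 further: extracellular domain of Rv3671c used as enzyme; 0% = enzyme with DMSO and 100% = no enzyme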
BoNT-F LC inh = BoNT F light chain protease inhibition. Multiplex microsphere protease cleavage assay, flow cytometry. inhibition, % at 10 µM. 0.22% of 360,000 active; in the data active means inhibition above about 35%, passing the limit was not always enough; inconclusive means no clear call, values can overlap the other calls; further: plate controls were buffer without enzyme for full effect and enzyme alone for no effect
* marks the source's active call; other numbers are inactive results; ? = inconclusive; . = no result given; + = active, no number; & = joins results of further samples.

smiles	PrPC surface inh	GDH-TPI counter	FBA Mtb inh	MazF activator	Mtb UGM inh	FadD28 FP inh	BioA inh	Rv3671c inh	BoNT-F LC inh
Brc1ccc(-c2cnco2)cc1	8	7	-1	10	3.3	-0.7	.	3	4
CC1(C)CC(C(CC(=O)N2CCCC2)Cc2ccccc2)CCO1 (stereo not given)	7	10	4	-1	-0.7	-1.1	-4.1	4	5
CCOc1ccc(NC(=S)NC2CC3CCC(C2)N3Cc2ccco2)cc1 (stereo not given)	-6	1	-2	4	0.4	2.0	.	-2	-4
O=C(O)c1ccc(S(=O)(=O)c2ccc3c(c2)C(=O)N(c2ccc(O)cc2)C3=O)cc1	-12	-3	2	-1	1.3	-3.0	.	-11	-1
Cc1nnc2ccc(-c3ccc(NC(=O)c4cccnc4Cl)cc3)nn12	-31	0	9	2	-2.2	-3.3	-0.2	-3	-3
COc1cccc(-c2nn(-c3ccccc3)cc2/C=C(\C#N)C(=O)NCCCn2ccnc2)c1	-1	15	0	-36	1.7	-4.7	-2.2	9	0
Cc1cccc(-n2ncc3c(N(CCO)CCO)ncnc32)c1	8	2	-3	-1	1.1	-2.5	0.2	5	-11
Cc1ccc(-c2nc(CS(=O)CC(=O)NCCN(CC(C)C)CC(C)C)c(C)o2)cc1 (stereo not given)	-1	-2	-2	-3	0.3	-3.2	0.6	4	1
COc1ccc(Cl)cc1NC(=O)CN(C)Cc1cccs1	-3	-2	-3	-2	-0.9	-2.0	-1.1	-8	2
CCc1ccc(CNC(=O)C2CCCN(c3nnc(C)c4c(C)n(-c5ccccc5)nc34)C2)cc1 (stereo not given)	-8	15	17	12	-3.3	-3.7	2.2	-5	30
Cc1nc(-c2cccs2)ccc1C(=O)O	5	-7	6	0	2.2	?	.	6	-2
Nc1c([N+](=O)[O-])cnnc1-c1ccccc1	-58	16	0	4	.	-1.3	-1.5	-11	-6
CCCOc1cccc(C(=O)NCCCNC(=O)c2cccnc2)c1	8	-5	3	6	-7.1	-1.9	9.9	-9	-8
O=C(O)CC1Oc2ccc(Cl)cc2NC1=O (stereo not given)	-1	4	-2	8	0.9	-3.0	-2.4	3	-7
CCN(CC(=O)NC1CCS(=O)(=O)C1)c1nc(-c2ccccc2)nc2ccccc12 (stereo not given)	-9	13	6	-1	-0.7	-0.2	-0.9	11	1
COC1=C/C(=C/c2c(N)n3cc(C)sc3nc2=O)C=CC1=O	2	10	-6	-49	-3.8	-0.6	-1.6	-14	22
ON1C2CCCCC2N(O)C1c1ccccc1F (stereo not given)	6	2	5	3	0.2	0.3	0.2	-1	2
COc1ccccc1-c1cccc([C@@H]2C[C@H]3[C@H](CON3C)CN2Cc2ccccc2)c1	3	3	-1	-6	.	-6.1	0.0	.	-8
O=C(O)c1ccc(Nc2nc(-c3ccccc3)cs2)cc1	5	12	0	-14	0.3	1.7	.	-2	-1
COc1ccccc1CNc1ccc(CNc2ncn[nH]2)cc1	9	-1	5	3	-0.9	-0.4	.	-9	-10
Cc1cccc(N(C(=O)c2csnn2)C(C(=O)NCc2ccccc2)c2ccncc2)c1 (stereo not given)	1	-1	3	-8	0.5	-1.4	2.5	-2	3
COc1ccc(C(c2nnnn2C(C)(C)C)N2CCC3(CC2)C(=O)NCN3c2ccccc2)cc1 (stereo not given)	3	.	2	.	.	-2.5	7.1	.	-2
O=C(c1cccs1)N1CCC(c2ccccc2)C1 (stereo not given)	-3	3	1	7	3.0	0.4	.	-5	1
COc1ccc(C(=O)N2CCOC2CNC(=O)C(=O)NCc2ccc3c(c2)OCO3)cc1 (stereo not given)	-1	-4	-2	-5	0.5	-3.3	.	4	0
O=C(NC(=S)Nn1cnnc1)c1ccc(F)cc1Cl	2	-4	-2	5	-0.2	-2.9	-0.6	-7	2
O=C(Nc1cccc([N+](=O)[O-])c1)Nc1cccs1	-6	-5	-1	17	-2.2	1.1	.	9	-7
COc1ccc(-c2nnn(CC(=O)N(CC3CCCO3)C(C(=O)NC(C)(C)C)c3ccco3)n2)cc1OC (stereo not given)	-6	-2	2	-9	-0.3	-1.9	.	-2	-8
O=C(Nc1ccc2[nH]c(=O)[nH]c2c1)c1ccc([N+](=O)[O-])o1	-38	9	-1	1	-2.5	-2.2	0.7	4	0
CC1(C)Cc2c(sc(NC(=O)COc3cccc4ccccc34)c2C#N)C(C)(C)N1	9	-3	1	10	0.7	-2.3	-0.9	-11	?
CC(=O)c1ccc(OC(=O)CN2C(=O)c3ccccc3C2=O)cc1	0	5	-1	6	0.3	-2.8	-1.5	4	-14
Cc1cccnc1NC(=O)CSc1nnc(Cc2ccccc2)o1	1	4	0	7	0.4	0.6	-2.4	-10	-1
COc1cc(COc2ccc3c(C)c(Cc4ccccc4)c(=O)oc3c2)cc(OC)c1OC	3	14	-1	1	0.0	0.6	-1.0	-6	-12
CC1CCN(C(=O)CSc2nc(=O)n3ccccc3n2)CC1	0	6	1	-2	-1.4	-2.7	3.1	6	.
O=C(O)c1cc(O)ccc1NC(=O)C(c1ccccc1)c1ccccc1	2	7	15	-2	0.3	1.8	-4.4	3	-26
CCn1c(SCc2nc3ccccc3[nH]2)nnc1-c1ccncc1	-4	2	2	2	1.3	-1.6	2.2	11	-2
CN(C)CP(=O)(O)CN(C)C=O	-3	-5	0	0	-1.4	-4.8	-0.1	-6	0

Profiles, looked up by structure.
Shown for COc1ccc(C(=O)N2CCOC2CNC(=O)C(=O)NCc2ccc3c(c2)OCO3)cc1 (stereo not given) → PrPC surface inh: -1; GDH-TPI counter: -4; FBA Mtb inh: -2; MazF activator: -5; Mtb UGM inh: 0.5; FadD28 FP inh: -3.3; BioA inh: .; Rv3671c inh: 4; BoNT-F LC inh: 0
Shown for COc1ccc(-c2nnn(CC(=O)N(CC3CCCO3)C(C(=O)NC(C)(C)C)c3ccco3)n2)cc1OC (stereo not given) → PrPC surface inh: -6; GDH-TPI counter: -2; FBA Mtb inh: 2; MazF activator: -9; Mtb UGM inh: -0.3; FadD28 FP inh: -1.9; BioA inh: .; Rv3671c inh: -2; BoNT-F LC inh: -8

Later entries.
smiles	PrPC surface inh	GDH-TPI counter	FBA Mtb inh	MazF activator	Mtb UGM inh	FadD28 FP inh	BioA inh	Rv3671c inh	BoNT-F LC inh
CC1(C(=O)NCc2ccccc2Br)CCN1Cc1ccc(-c2ccccn2)cc1 (stereo not given)	3	-14	1	.	.	-5.6	-0.3	.	3
CN(C)/C=N/c1sc2c(c1C#N)CC(C)(C)NC2(C)C	-7	36*	0	-8	0.2	-1.2	-0.9	2	-14
CC(=O)c1ccc(OC(C)C)c(CSc2nc(O)cc(=O)[nH]2)c1	-2	5	-3	-4	4.9	-3.8	0.4	-2	5
OCC1(Cc2ccccc2)CCCN(Cc2ccn[nH]2)C1 (stereo not given)	-1	-6	3	2	0.5	-5.2	.	12	-10
COC(=O)c1ccccc1NC(=O)NCc1ccc2c(c1)OCO2	12	6	-2	31	-2.0	-0.1	-1.4	-6	4
C[C@H]1CN([C@@H](C)CO)C(=O)c2cc(Br)cnc2O[C@@H]1CN(C)S(=O)(=O)c1ccccc1	4	-1	3	2	.	-0.4	0.9&-0.1	.	-5
Cn1c(SCC(=O)N2CCN(c3ccccc3)CC2)nnc1-c1ccco1	-1	-16	-2	8	0.3	-4.4	9.2	-9	0
CCOc1ccc(OCc2ccc(C(=O)N3CCCC3)o2)cc1	7	6	2	-2	-2.2	-0.2	-2.5	1	-18
O=C(NCc1ccc(F)cc1)c1cc2ccccn2n1	-2	-4	4	5	-1.6	-3.8	-0.5	7	-1
COc1ccc(C(=O)c2ccc(Cl)c([N+](=O)[O-])c2)cc1	-25	9	5	6	1.7	-3.0	.	-4	4
COc1ccc2c(CCNC(=O)Nc3ccccc3)c[nH]c2c1	13	5	1	-6	1.2	-0.5	.	0	5
Cc1nc2c(=O)n(-c3ccc(F)c(Cl)c3)nc(C)c2s1	-2	-6	1	-2	-1.2	-0.7	-0.1	-3	.
CCOC(=O)c1cc2sc(C)cc2n1C(C)C(=O)OCC (stereo not given)	-1	12	-1	-8	-0.6	-2.2	.	-1	2
O=C(NCc1ccccc1F)c1cccc(S(=O)(=O)N2CCCCCC2)c1	15	2	0	6	-1.8	-0.1	0.6	-13	-7
CCOc1cc(/C=N/NC(=O)C2CCCC2)ccc1OC(C)C	7	3	-1	4	1.5	-3.5	-0.5	-1	-2
Cc1ccc(NC(=O)CCC(=O)N/N=C/c2ccccc2O)cc1	-2	12	10	-18	-0.2	3.2	-0.7	-9	-6
COc1ccc(-c2oc3cccnc3c2/C=C/c2ccc(OC)c(OC)c2)cc1	-1	15	94*	-13	3.0	-0.6	-0.2	-4	-10
Cc1nn(-c2ccccc2)c(N)c1N=O	-12	10	-2	12	-0.9	-3.7	-1.0	0	-3
COCCCN1C(=O)C(CC(=O)NCc2ccco2)CC(C(=O)N2CCOCC2)=C1C (stereo not given)	-6	9	1	0	.	-1.1	-1.6	.	5
CCOc1cc(N2CCOCC2)c(OCC)cc1NC(=O)c1ccc(-n2ccnc2)c([N+](=O)[O-])c1	-30	-1	0	15	1.0	-2.6	4.3	-3	-20
O=C(NCCO)NC(=S)c1ccccc1	-2	2	0	8	-0.6	-0.3	0.7	-5	-2
O=C(CCCc1ccccc1)NCc1ccccc1Cl	0	-6	0	3	-0.3	-1.3	-0.9	1	.
O=C1/C(=C/c2ccccc2)CN(C(=O)CCN2CCOCC2)C/C1=C\c1ccccc1	1	37*	3	-10	.	-2.2	.	.	-9
CCC1c2ccc(C)n2CCN1C(=O)Nc1ccccc1C(=O)OC (stereo not given)	-5	11	9	-1	-0.1	1.8	.	-9	6
CC(C)(Cc1ccc(O)cc1)NC(=O)SCc1ccccc1	-1	3	-2	5	0.3	-0.8	2.4	-6	2
CN(C(=O)c1ccno1)c1nnc(-c2ccccn2)s1	-1	22	+	-10	1.0	-1.2	2.3	3	-4
Cc1ccc(S(=O)(=O)c2cc3c(=O)n4cccc(C)c4nc3n(Cc3ccncc3)c2=N)cc1	.	-1	5	7	2.4	-2.5	13	-9	1
CCC(C(=O)NCCCN1CCCC1=O)n1c2ccccc2c2nc(=O)cc(C)n21 (stereo not given)	3	15	6	13	-1.1	-2.9	2.2	-1	3

An excerpt of these results, as labelled records.
CC(C)(Cc1ccc(O)cc1)NC(=O)SCc1ccccc1
- PrPC surface inh = -1
- GDH-TPI counter = 3
- FBA Mtb inh = -2
- MazF activator = 5
- Mtb UGM inh = 0.3
- FadD28 FP inh = -0.8
- BioA inh = 2.4
- Rv3671c inh = -6
- BoNT-F LC inh = 2

CN(C(=O)c1ccno1)c1nnc(-c2ccccn2)s1
- PrPC surface inh = -1
- GDH-TPI counter = 22
- FBA Mtb inh = +
- MazF activator = -10
- Mtb UGM inh = 1.0
- FadD28 FP inh = -1.2
- BioA inh = 2.3
- Rv3671c inh = 3
- BoNT-F LC inh = -4
